CHT inh – inhibits the human high affinity choline transporter. Q9GZV3. CHT-expressing cells, membrane potential dye, choline response; hits give low values. B-score at 10 µM. 310,000 compounds, 0.86% hits. AID 488975;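 active means B-score over 3 SD under the library average, and starting fluorescence ratio not unusually high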;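 further: choline stimulus applied at its EC90 after an EC20 pre-addition; B-score computed on integrated fluorescence ratio after choline addition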
Kir21 block – Kir2.1 (mouse) channel inhibition; P35561; HEK293-Kir2.1, FluxOR thallium flux fluorescence; hits give low values; B-score at 10 µM; 310,000 compounds, 0.85% hits;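 active means fluorescence ratio B-score at or below minus 3 SD of library scores, with starting-brightness B-score within 2 SD, cut at about -4.2 in these data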;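 further: channel flux triggered by added potassium and thallium sulfate stimulus; B-score of peak minus minimum fluorescence over baseline after thallium stimulus; more negative B-score means stronger Kir2.1 block with less thallium influx; some compounds called inactive have numbers as strong as hits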
KCNQ2 block – KCNQ2 channel blockers in CHO-K1 cells – cell-based, FluxOR thallium flux, B-score, primary screen (AID 2156) | O88943 | 20 min; hits give low values | B-score at 10 µM | 310,000 compounds, 1.1% hits;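 active means fluorescence ratio B-score at most minus 3 library SDs, with starting brightness B-score within 2 library SDs, cut at about -5.5 in these data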
Target sequence (O88943 whole entry, looked up): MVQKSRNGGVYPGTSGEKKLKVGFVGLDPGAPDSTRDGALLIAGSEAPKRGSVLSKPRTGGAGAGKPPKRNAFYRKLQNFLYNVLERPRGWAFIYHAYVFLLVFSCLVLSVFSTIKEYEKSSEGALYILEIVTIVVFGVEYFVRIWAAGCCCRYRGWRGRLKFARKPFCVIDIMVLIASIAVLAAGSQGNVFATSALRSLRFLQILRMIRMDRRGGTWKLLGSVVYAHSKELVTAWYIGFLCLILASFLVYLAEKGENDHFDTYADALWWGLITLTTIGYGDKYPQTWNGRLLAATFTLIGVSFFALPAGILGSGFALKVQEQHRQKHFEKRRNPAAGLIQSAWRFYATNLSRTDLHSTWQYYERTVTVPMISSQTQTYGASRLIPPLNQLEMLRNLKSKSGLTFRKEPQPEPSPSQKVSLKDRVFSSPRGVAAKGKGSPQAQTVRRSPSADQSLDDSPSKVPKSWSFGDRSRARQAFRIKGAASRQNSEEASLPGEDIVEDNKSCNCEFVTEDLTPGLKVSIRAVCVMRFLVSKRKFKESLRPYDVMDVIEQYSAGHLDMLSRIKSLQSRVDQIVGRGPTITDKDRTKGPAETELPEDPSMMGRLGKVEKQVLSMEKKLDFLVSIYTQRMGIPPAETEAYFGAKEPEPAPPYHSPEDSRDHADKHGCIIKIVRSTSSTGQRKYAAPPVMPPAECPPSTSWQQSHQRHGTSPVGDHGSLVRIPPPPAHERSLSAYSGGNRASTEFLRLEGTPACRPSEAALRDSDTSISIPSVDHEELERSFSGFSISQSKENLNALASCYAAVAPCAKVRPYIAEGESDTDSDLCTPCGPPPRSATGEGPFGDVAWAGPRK
Numbers without * were called inactive; i = inactive; / = no result given.

#	SMILES	CHT inh	Kir21 block	KCNQ2 block
1	COc1cccc(CN2CCNC(=O)C2CC(=O)N2CCCCO2)c1OC (stereo not given)	i	-0.62	i
2	NC(=O)c1ccsc1NC(=O)CSc1nc2ccccc2c(=O)n1CCCO	i	-1.8	i
3	CC(=O)Nc1ccc(CN2CCCCCCC2)cc1	i	-0.4	i
4	Cc1cc(C(F)(F)F)c(C#N)c(SCC(=O)NC(C)(C)C)n1	i	-0.06	i
5	O=C(c1ccccc1Cl)N1N=C(c2ccc(Br)cc2)CC1c1nc2ccccc2[nH]1 (stereo not given)	i	0.03	i
6	COC(=O)c1sc(-c2ccc(Cl)cc2)cc1NC(=O)CSCC(=O)O	i	0.01	i
7	COc1cc(O)c(C(CCN2CCCC2)c2ccc(N(C)C)cc2)c(OC)c1 (stereo not given)	i	0.76	i
8	O=C(CSc1nc2[nH]ncc2c(=O)[nH]1)N1CCCC1	i	1.2	i
9	COC(=O)c1c2c(nc3ccccc13)CCC2	i	0.14	i
10	NC(=O)c1ccc(NC(=O)COC(=O)c2cc(S(=O)(=O)N3CCOCC3)ccc2N2CCCCC2)cc1	i	1.3	i
11	O=C(c1ccc(Cl)c(S(=O)(=O)N2CCCC2)c1)N1CCN(c2ccc(F)cc2)CC1	i	0.01	i
12	Clc1ccc(SCc2cc(Cl)nc(-c3ccccc3)n2)cc1	i	-0.7	i
13	COc1cccc(NC(=O)NC2CCCc3ccccc32)c1 (stereo not given)	i	-1.4	i
14	CCOC(=O)C1CCCN(S(=O)(=O)c2ccc3c(c2)N(C(C)=O)CCO3)C1 (stereo not given)	i	-0.17	i
15	O=C(NC1CC1)c1cccc(S(=O)(=O)Nc2ccccc2F)c1	i	1.4	i
16	CCn1c(CSc2nnc(-c3ccoc3C)n2C)nc2cc(S(=O)(=O)N(C)C)ccc21	i	0.11	i
17	COCC(=O)Nc1nc(-c2ccccc2)ns1	i	-0.01	i
18	C/C(=N\NC(=O)c1nn(C)cc1Cl)c1ccncc1	i	1.2	i
19	CCCCCOC(=O)Cn1c(N2CCOCC2)nc2c1c(=O)[nH]c(=O)n2C	i	0.17	i
20	CC(CN1CCC(O)CC1)c1ccccc1 (stereo not given)	i	0.46	i
21	COc1cc(/C=N/N(CCO)C2=NS(=O)(=O)c3ccccc32)cc(OC)c1OC	i	0.94	i
22	C=CCn1c(SCC(=O)NNC(=O)Nc2cccc(Cl)c2)nnc1-c1ccccc1	i	0.77	i
23	O=C(c1cccs1)n1nc(-c2ccco2)nc1SCc1ccccc1	i	-0.09	i
24	O=C(Nc1ccc(N2CCN(C(=O)c3ccc(Cl)cc3)CC2)cc1)c1cccs1	i	-0.34	i
25	O=C(NNc1ccc(-c2csnn2)cc1)c1ccccc1C(F)(F)F	i	-0.03	i
26	O=[N+]([O-])c1ccc(S(=O)(=O)N2CCN(Cc3c[nH]c4ccccc34)CC2)cc1	i	-2.6	i
27	Cc1nc(S(=O)(=O)N2CCOCC2)c(C#N)c(C)c1Cl	i	-0.07	i
28	Cc1ccc(NC(=O)c2ccc(F)cc2)cc1S(=O)(=O)N1CCCCCC1	i	-0.98	i
29	Fc1ccc2[nH]c3c(N4CCN(c5ccccc5)CC4)ncnc3c2c1	i	0.42	i
30	COc1cc(CC(=O)OCC(=O)Nc2ccc(N3CCOCC3)cc2)cc(OC)c1OC	i	0.87	i
31	O=C(NCc1cccs1)C1CCCN(c2nc3ccccc3o2)C1 (stereo not given)	i	1.1	i
32	Cc1ccc(Nc2nc(C(=O)N3CCC(C(=O)N4CCN(C)CC4)CC3)cs2)cc1	i	0.87	i
33	COc1ccc(C)cc1NC(=O)C(c1ccccc1)N1CCNC(=O)C1 (stereo not given)	i	0.95	i
34	O=C(Nc1ccc(N2CCOCC2)nc1)c1ccccc1Cl	i	-0.27	i
35	Cc1cccn2c(=O)c(/C=C(\C#N)S(=O)(=O)c3ccccc3)c(Oc3ccc(Cl)cc3)nc12	i	-3	i
36	CC(C)OCCCNc1ncnc2c1cnn2-c1ccccc1	i	-1.4	i
37	Cc1ccc2c(=O)cc(C(=O)NCCc3ccc(S(N)(=O)=O)cc3)oc2c1	i	0.53	i
38	Cc1ccccc1NC(=O)CSc1nnc(C2CC2)n1CC1CCCO1 (stereo not given)	i	0.42	i
39	Cc1[nH]c2ccccc2c1-c1nc2ccccc2[nH]c1=O	i	0.39	i
40	COC(=O)C1=C(C)NC(=O)NC1c1cn(-c2ccccc2)nc1-c1cccs1 (stereo not given)	i	-0.82	i
41	CN1CCN(S(=O)(=O)c2ccc(NC(=O)c3ccc(Br)s3)cc2)CC1	-7.7*	-1	i
42	Cc1ccc2c(c1)NCC(C(=O)NC1CCC(C)CC1)O2 (stereo not given)	i	0.26	i
43	Cc1ccc2oc(C(=O)N(C)Cc3cnccn3)c(C)c2c1	i	0.76	i
44	COc1ccc(S(=O)(=O)NCCCN2CCCC2=O)c(OC)c1	i	0.02	i
45	O=C(NCC1CCCO1)C(c1cccs1)N(C(=O)Cn1nnc(-c2cccs2)n1)C1CCCC1 (stereo not given)	i	0.01	i
46	CN(C(=O)N1CCN(c2ccccn2)CC1)c1ccccc1	i	-0.11	i
47	CC(C)CCOc1cccc(OCC(=O)O)c1	/	-0.02	i
48	CC(=O)OCC(=O)[C@@]1(O)CC[C@H]2[C@@H]3CCC4=CC(=O)CC[C@]4(C)[C@H]3C(=O)C[C@@]21C	i	-1.2	i
49	Fc1ccccc1N1CCN(C2CCCN(Cc3cccc(C(F)(F)F)c3)C2)CC1 (stereo not given)	i	-2	i
50	O=C(CNS(=O)(=O)c1cccc(Cl)c1)OCc1csc(-c2ccccc2)n1	i	-1.2	i

Continued:
#	SMILES	CHT inh	Kir21 block	KCNQ2 block
51	CCOC(=O)CN(C(=O)CSc1nnc(C)n1-c1ccccc1)c1cccc([N+](=O)[O-])c1	i	-1.3	i
52	CCc1c(C)sc2nc3c(C(=O)N4CCOCC4)cc(C(=O)c4cc(F)ccc4O)cn3c(=O)c12	i	-2.2	-8.5*
53	COC(=O)c1ccc(Cn2nc(-c3ccc(C)cc3)ccc2=O)cc1	i	0.63	i
54	Cc1ccccc1Oc1cc(NC(=O)CCCn2nc(C)c([N+](=O)[O-])c2C)cc([N+](=O)[O-])c1	i	1.3	i
55	CCOc1cc(/C=N/NC(N)=O)cc(Br)c1OCc1ccccc1	i	0.05	i
56	CCOc1ccccc1NC(=O)Cn1nnc(C(=O)NCc2ccc3c(c2)OCO3)c1N	i	0.79	i
57	COc1ccccc1NC(=O)c1ccc(NS(=O)(=O)c2ccc(F)c(Cl)c2)cc1	i	0.99	i
58	O=C1CCCc2oc3ccc(O)cc3c21	i	-0.07	i
59	COc1ccc(C)cc1-n1nnnc1SCC(=O)c1ccc2c(c1)OCCO2	i	0.32	i
60	Cc1ccc(C(=O)C2CCN(CC(=O)N3CCN(c4ccc(F)cc4)CC3)CC2)cc1	i	-1.5	i
61	Cc1cccc(N(C(=O)c2snc(C(N)=O)c2N)C(C(=O)NC2CCCC2)c2ccncc2)c1 (stereo not given)	i	-0.26	i
62	CCOc1ccccc1NC(=O)Nc1ccc2c(c1)OCO2	i	-0.25	i
63	CC1CC1C(=O)Nc1cc(C(F)(F)F)ccc1N1CCOCC1 (stereo not given)	i	-1	i
64	CCc1noc(C)c1C(=O)Nc1cc(S(=O)(=O)N2CCOCC2)ccc1N1CCN(CC)CC1	i	-0.64	i
65	C/C=C/Cn1c(Br)nc2c1c(=O)[nH]c(=O)n2C	i	-0.08	i
66	Cc1cc(C)nc(N2CCCC(C(=O)Nc3ccc4c(c3)OCCO4)C2)n1 (stereo not given)	i	0.33	i
67	COc1cc(NC(=O)c2sc(C)nc2C)c(OC)cc1NC(=O)c1ccccc1	i	-0.03	i
68	CC(OC(=O)c1ccc(Cl)c(S(=O)(=O)N2CCOCC2)c1)C(=O)NC1CCCCC1C (stereo not given)	i	-1.6	i
69	OCCC1CN(Cc2ccc(Oc3ncccn3)cc2)CCN1C1CCCCC1 (stereo not given)	i	-0.04	i
70	Cc1ccc(/C(O)=C2/C(=O)C(=O)N(CCCn3ccnc3)C2c2ccccn2)cc1 (stereo not given)	/	0.03	i
71	O=C(CS(=O)(=O)c1cn(CC(=O)N2CCOCC2)c2ccccc12)Nc1ccccc1	i	0.3	i
72	COc1ccc(-n2c(C)cc(C(=O)COC(=O)c3cc(OC)c(OC)cc3NC(=O)c3cccs3)c2C)cc1	i	-0.66	i
73	COCCNC(=O)C1(S(=O)(=O)c2ccccc2)CC=CC1	i	-0.08	i
74	CCC(C)[C@H](NC(=O)Nc1ccc2c(c1)OCCO2)C(=O)OC (stereo not given in full)	i	0.41	i
75	Cn1cc(CN(CCCN2CCOCC2)C(=S)Nc2cccc(Cl)c2)c2ccccc21	i	-1.2	i

Whole records from above.
`COc1ccccc1NC(=O)c1ccc(NS(=O)(=O)c2ccc(F)c(Cl)c2)cc1` is entered as CHT inh = i; Kir21 block = 0.99; KCNQ2 block = i
`CCOc1ccccc1NC(=O)Cn1nnc(C(=O)NCc2ccc3c(c2)OCO3)c1N` is entered as CHT inh = i; Kir21 block = 0.79; KCNQ2 block = i

New compounds follow
#	SMILES	CHT inh	Kir21 block	KCNQ2 block
76	O=C(c1cc(C2CC2)on1)N1CCCC(N2CCN(c3ccc(F)cc3)CC2)C1 (stereo not given)	i	-0.04	i
77	C=CCNC(=S)N1CCC(C(N)=O)CC1	i	0.98	i
78	COc1ccc(C2c3c(oc4ccccc4c3=O)C(=O)N2Cc2ccncc2)cc1OC (stereo not given)	i	1.1	i
79	CC1CN(Cc2cc(=O)oc3cc(O)ccc23)CC(C)O1 (stereo not given)	i	-0.45	i
80	COc1ccc(CC(=O)Nc2ccc(-c3csc(C)n3)cc2)cc1	i	0.74	i
81	Cc1ccc(NC(=O)CSc2nc(=O)cc(N)n2-c2ccccc2)cc1	i	0.92	i
82	Cc1ccc(CN2C(=O)CCC2C(=O)NCc2ccc3c(c2)OCO3)cc1 (stereo not given)	i	-0.27	i
83	CCCn1nc(C(=O)NNC(=O)C2CSC3(C)CCC(=O)N23)c2ccccc2c1=O (stereo not given)	i	0.34	i
84	O=C(Nc1sc2c(c1C(=O)O)CCC2)c1ccccc1Cl	i	0.84	i
85	O=C(CN1CCCCCC1)N/N=C/c1cccs1	i	0.3	i
86	CCNc1nc(Oc2ccccc2)nc(OC(C)C(=O)OCC)n1 (stereo not given)	i	0.45	i
87	CC(C)NC(=O)Nc1ccc(Br)cc1Cl	i	0.62	i
88	Cn1cnc(S(=O)(=O)Nc2ccc(C(F)(F)F)cc2)c1	i	-0.17	i
89	CC(C)(C)c1ccc(Oc2ccc(NC(=O)c3ccccc3C(=O)O)cn2)cc1	i	0.07	i
90	COc1ccc(NC(=O)CN(C)C(=O)c2ccc(S(=O)(=O)Nc3ccccc3F)cc2)cc1	i	0.36	i
91	Cc1ccc(C(=O)NC(=S)Nc2cccc(NC(=O)c3ccccc3)c2)cc1[N+](=O)[O-]	i	1.1	i
92	CCOC(=O)C1=C(CC)Nc2ccccc2N=C1NC(=O)CCNC(C)=O	i	-0.01	i
93	COc1ccc(-n2nc(C(=O)NCC(=O)NCCCN3CCCCCC3)c3ccccc3c2=O)cc1Cl	i	0.01	i
94	CNc1nc(-c2ccccc2)cc(-c2ccccc2)n1	i	-0.68	i
95	Cc1ccc(Nc2c(-c3ccco3)nc3nc(C)cc(C)n23)cc1	i	0.28	i
96	O=C(CCS(=O)(=O)c1ccc(F)cc1)N1CCN(c2ccccc2)CC1	i	0.22	i
97	CCN1CCc2c(sc(NC(=O)c3ccc(S(=O)(=O)N4CCOCC4)cc3)c2C(N)=O)C1	i	0.27	i
98	Cc1nn(Cc2cccc(C(=O)NC(C)c3ccc(C(C)(C)C)cc3)c2)c(C)c1[N+](=O)[O-] (stereo not given)	i	0.34	i
99	CCN(CC)C(=O)C(=O)c1c(-c2ccccc2)[nH]c2ccccc12	i	-1	i
100	O=C(COC(=O)c1ccc(Br)o1)Nc1ccc(S(=O)(=O)N2CCCC2)cc1	i	1.8	i

4 compounds drawn at random from the list so far, as already listed:
#	SMILES	CHT inh	Kir21 block	KCNQ2 block
79	CC1CN(Cc2cc(=O)oc3cc(O)ccc23)CC(C)O1 (stereo not given)	i	-0.45	i
92	CCOC(=O)C1=C(CC)Nc2ccccc2N=C1NC(=O)CCNC(C)=O	i	-0.01	i
97	CCN1CCc2c(sc(NC(=O)c3ccc(S(=O)(=O)N4CCOCC4)cc3)c2C(N)=O)C1	i	0.27	i
100	O=C(COC(=O)c1ccc(Br)o1)Nc1ccc(S(=O)(=O)N2CCCC2)cc1	i	1.8	i

Following part.
#	SMILES	CHT inh	Kir21 block	KCNQ2 block
101	O=c1nccc(Nc2ccccc2)[nH]1	i	0.06	i
102	O=C(Nc1ccc(Cl)cc1)c1sccc1-n1cccc1	i	0.13	i
103	CCN(CC)S(=O)(=O)c1cccc(-c2nnc(SCCOc3ccc(Cl)cc3)o2)c1	i	-1.3	i
104	CN(Cc1ccon1)C(=O)CC1C(=O)NCCN1CC(C)(C)C (stereo not given)	i	0.3	i
